PKA-R1A activ = activators of PKA-R1A complex. PKA-R1A dissociation, Cy5-IP20 fluorescence polarization; scaled: DMSO 0%, 113 µM cGMP 100%. activation, % at 11.4 µM. AID 504707. 0.083% of 340,000 active. P00514+P68181;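 active means percent activation above the mean of all tested compounds plus 3 SD, cut at about 19% in these data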;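 further: higher means more PKAc released from R1A so a rise in polarization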
E coli growth = reduces bacterial viability in AddAB counter-screen | 0.27% of 330,000 active | inhibition, % at 11.9 µM | E. coli V3065 growth, OD600 absorbance, 18 h;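 active means inhibition above the campaign's mean inhibition across all tested compounds plus 3 SD, cut at about 9.9% in these data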;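 further: uninfected addAB+ strain grown without phage in ampicillin broth; 0% = DMSO wells and 100% = ciprofloxacin 0.95 µg/ml wells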
phage Ecoli inh = E. coli growth loss with phage present. growth absorbance. inhibition, % at 11.9 µM. 0.26% of 360,000 active. AID 651602; in the data active means inhibition above about 11%
MOR-DOR inv ag = mu-delta opioid heterodimer inverse agonism; P35372+P41143; cell-based MOR-DOR heterodimer luminescence; inhibition, % at 9.3 µM; 0.21% of 340,000 active; AID 504357; in the data active means inhibition above about 22%, passing the limit was not always enough;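 further: 0% = cells with DMSO and 100% = wells without cells with DMSO; values of inactives mirror those of a sister screen read the other way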
PfHsp90 set2 = reduces growth (ATP signal) of yeast expressing P. falciparum Hsp90 | S. cerevisiae expressing PfHsp90, BacTiter-Glo ATP, 48 h; yeast lacking PDR1 and PDR3 efflux regulators | inhibition, % at 9.4 µM | 0.32% of 310,000 active | AID 504621;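 active means every replicate shows inhibition above about 80%, whatever the replicate mean, limit read from the data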;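 further: 0% = DMSO neutral controls and 100% = 20 µM radicicol positive controls; yeast relying on Plasmodium falciparum Hsp90 in place of its own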
Tat export inh = blocks Tat-dependent protein export in E. coli; 0.036% of 340,000 active; E. coli MC4100 TorA-mCherry Tat export, fluorescence; inhibition, % at 10 µM;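 active means mean replicate inhibition at least 50% and at least half of replicates individually reaching 50%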;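 further: exported cargo escapes ClpAP degradation while cytoplasmic cargo is degraded and loses fluorescence; 0% = median of neutral control wells and 100% = median of NaSCN control wells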
HTR5A inv ctr = counter-screen for OPRM1-OPRD1 inverse agonists: human HTR5A inverse agonism; P47898; HTR5A cell line, luminescence; inhibition, % at 9.3 µM; 0.083% of 340,000 active; in the data active means inhibition mostly above about 23%, no sharp cut-off; inactive means mostly below about 18%;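 further: 0% = cells with DMSO and 100% = no-cell wells with DMSO; some compounds called inactive have numbers as strong as hits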
Target sequence (P47898 whole entry, looked up): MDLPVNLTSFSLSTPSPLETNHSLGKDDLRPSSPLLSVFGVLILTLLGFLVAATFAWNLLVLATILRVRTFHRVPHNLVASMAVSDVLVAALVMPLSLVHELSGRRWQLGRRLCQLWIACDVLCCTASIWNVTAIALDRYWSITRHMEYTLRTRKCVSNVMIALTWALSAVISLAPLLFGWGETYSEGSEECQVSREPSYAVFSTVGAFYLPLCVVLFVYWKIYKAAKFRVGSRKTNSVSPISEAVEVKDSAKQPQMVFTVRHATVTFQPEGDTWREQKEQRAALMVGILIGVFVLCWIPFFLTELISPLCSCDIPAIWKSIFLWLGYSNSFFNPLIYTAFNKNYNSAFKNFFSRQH
OPRM1-OPRD1 ag = OPRM1-OPRD1 heterodimerization agonism; P35372+P41143; cells, luminescence; activation, % at 9.3 µM; 0.3% of 340,000 active; AID 504326; in the data active means activation above about 18%;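 further: 0% = vehicle-treated cells and 100% = reference agonist; values of inactives mirror those of a sister screen read the other way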
PKA-R2B activ = activators of human PKA-R2B complex | 0.079% of 340,000 active | activation, % at 11.4 µM | P22694+P31323 | AID 504700 | PKA-R2B holoenzyme dissociation, Cy5-IP20 fluorescence polarization; R2B truncated from residue 108, S112A mutant; 0% DMSO only, 100% 113 µM cGMP;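 active means activation above a cutoff set at the mean over all compounds plus 3 SD, cut at about 18% in these data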;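 further: higher means more holoenzyme dissociation and a rise in polarization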
Target sequence (P31323 whole entry, looked up, other chains not shown, the tested form may be a part): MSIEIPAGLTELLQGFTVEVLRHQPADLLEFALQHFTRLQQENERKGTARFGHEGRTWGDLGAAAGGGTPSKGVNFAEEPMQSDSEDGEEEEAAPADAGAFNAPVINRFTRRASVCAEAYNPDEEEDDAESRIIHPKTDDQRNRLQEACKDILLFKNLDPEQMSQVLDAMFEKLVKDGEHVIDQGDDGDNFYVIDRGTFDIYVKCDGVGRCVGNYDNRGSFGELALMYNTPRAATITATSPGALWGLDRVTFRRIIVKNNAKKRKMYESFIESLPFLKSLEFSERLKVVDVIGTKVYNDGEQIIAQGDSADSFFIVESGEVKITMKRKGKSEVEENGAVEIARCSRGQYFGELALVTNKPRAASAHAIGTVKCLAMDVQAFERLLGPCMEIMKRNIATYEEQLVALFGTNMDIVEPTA
SUMO Mot1 rescue = inhibitors of SUMOylation pathway: yeast Mot1-301 growth rescue. S. cerevisiae Mot1-301 growth rescue, ATP luminescence, 38.5C; percent above DMSO median, 100 means doubled. growth rescue, % at 18.8 µM. 1% of 320,000 active. AID 2716;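 active means every valid replicate shows activation above 250% relative to neutral control wells; inactive means the rest, any valid replicate at or below 250%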;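 further: OY570 slx delta 5 strain wells were the positive control but not used for scaling; some compounds called inactive have numbers as strong as hits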
AddAB inh = less growth of phage-infected E. coli with AddAB | 0.29% of 330,000 active | AID 435030 | E. coli expressing H. pylori AddAB, absorbance growth | inhibition, % at 11.9 µM; in the data active means inhibition above about 12%;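 further: 0% = vehicle wells of infected cells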
* marks the source's active call; other numbers are inactive results; i = inactive; · = no result given.

| SMILES | PKA-R1A activ | E coli growth | phage Ecoli inh | MOR-DOR inv ag | PfHsp90 set2 | Tat export inh | HTR5A inv ctr | OPRM1-OPRD1 ag | PKA-R2B activ | SUMO Mot1 rescue | AddAB inh |
| --- | --- | --- | --- | --- | --- | --- | --- | --- | --- | --- | --- |
| CC(NCc1ccccc1OC1CCCC1)c1ccccc1 (stereo not given) | 3 | 1.3 | 1.4 | -41 | 6 | 3 | 0 | 7.7 | -2 | -16 | 0.0 |
| COc1ccc(C)cc1NC(=O)C1CCCN1S(=O)(=O)c1ccc2c(c1)CCC(=O)N2 (stereo not given) | -5 | -0.3 | 1.2 | 11 | 5 | -17 | -11 | -2.1 | 6 | 1 | 4.4 |
| O=C(OCC1CCNCC1)c1ccc2c(c1)OCO2 | -3 | · | 1.9 | 8 | 18 | -8 | 14 | -1.7 | 6 | 7 | · |
| OC(COc1ccc2c(c1)OCO2)CN1CCN(c2ccccc2)CC1 (stereo not given) | 13 | 0.4 | 1.8 | 18 | 7 | 2 | -7 | -3.8 | 12 | 20 | 0.9 |
| O=C(Cc1ccc(F)cc1)N/N=C/c1ccc2c(c1)OCO2 | -8 | -0.6 | 3.9 | 16 | 21 | 8 | 7 | -3.3 | 0 | 12 | 0.8 |
| COc1ccccc1NC(=O)NC1CCCc2ccccc21 (stereo not given) | -6 | 2.1 | -0.9 | -8 | 0 | -7 | 8 | 1.9 | -8 | 215 | -0.1 |
| CC(C)CCn1c(-c2nonc2N)nc2ccccc21 | -4 | 0.8 | 2.4 | -17 | -18 | 4 | -13 | 3.0 | -27 | 7 | 0.6 |
| Cn1c(SCc2ccc(F)cc2)nnc1-c1cccs1 | -9 | 0.0 | · | 11 | 1 | -3 | -42 | -2.1 | 0 | -11 | 1.9 |
| COc1ccc(NC(=O)COC(=O)CNS(=O)(=O)/C=C/c2ccccc2)cc1OC | -5 | 2.1 | 1.7 | 11 | · | -3 | 17 | -2.8 | 6 | 3 | 4.5 |
| Cc1cccc(NC(=O)C2CCN(S(=O)(=O)c3cccs3)CC2)n1 | 4 | 3.4 | 1.4 | -5 | -1 | -14 | 21 | 0.9 | 0 | -12 | 4.3 |
| CC(=O)C(=Cc1ccc(C(=O)O)cc1)C(C)=O | 3 | -1.1 | 3.8 | 0 | -13 | -9 | -10 | 0.1 | -3 | 197 | 3.8 |
| CC1=C(C(N)=O)C(c2ccccc2F)n2nc(CCCO)nc2N1 (stereo not given) | 1 | 3.0 | · | 9 | 5 | -2 | -2 | -2.0 | -17 | 49 | 3.0 |
| COc1ccc(OC)c2[nH]c(=O)c(CCNC(=O)c3ccc4c(c3)OCO4)cc12 | -9 | 0.0 | 3.7 | -4 | -6 | 4 | -1 | 0.6 | -14 | 45 | 5.0 |
| CCCCCOC(=O)C1=C(C)NC(=O)NC1c1ccc(N(C)C)cc1 (stereo not given) | -10 | 0.1 | -2.7 | -11 | -20 | -10 | -2 | 2.2 | -1 | -5 | -1.5 |
| CCS(=O)(=O)c1ccc(C(=O)NC2CC2)c(Cl)c1Cl | -10 | 0.8 | 2.3 | 2 | -2 | 4 | 11 | -0.4 | -5 | i | 0.4 |
| c1ccc(CN2C3=NCCCN3c3ccccc32)cc1 | -14 | -1.3 | 2.1 | 15 | -9 | 1 | 12 | -3.5 | -16 | -6 | -0.6 |
| Cc1cccc(C2c3[nH]c4ccccc4c3CCN2C(=O)Cc2nc(-c3ccccc3)n[nH]2)n1 (stereo not given) | -4 | -0.6 | 5.2 | 9 | -2 | 4 | 0 | -1.5 | -4 | 8 | 3.1 |
| CC(C)C(=O)Nc1cccc(NC(=S)NC(=O)C(c2ccccc2)c2ccccc2)c1 | -9 | 2.9 | 3.6 | 5 | 8 | 2 | 7 | -1.0 | 1 | -16 | 3.5 |
| Cc1ccsc1C(=O)OCC(=O)N1CCN(C(=O)c2ccco2)CC1 | -6 | 2.0 | 2.4 | -10 | 13 | -9 | 12 | 1.4 | -4 | 31 | 4.0 |
| COc1cccc(C2=NOC(C(=O)NCc3ccccc3)C2)c1 (stereo not given) | -2 | -3.0 | 1.6 | 13 | -23 | -1 | 24 | -2.6 | -1 | 8 | 2.8 |

| SMILES | PKA-R1A activ | E coli growth | phage Ecoli inh | MOR-DOR inv ag | PfHsp90 set2 | Tat export inh | HTR5A inv ctr | OPRM1-OPRD1 ag | PKA-R2B activ | SUMO Mot1 rescue | AddAB inh |
| --- | --- | --- | --- | --- | --- | --- | --- | --- | --- | --- | --- |
| O=C1CCCC(=O)N1c1ccc(N2CCN(c3ccccc3)CC2)c([N+](=O)[O-])c1 | 5 | 1.7 | 1.5 | 16 | -6 | 5 | 0 | -3.0 | -12 | -2 | 4.0 |
| Cc1ccc(CNC(=O)COC(=O)c2ccc(Br)o2)cc1 | -15 | -1.4 | 1.2 | 12 | -1 | 0 | -11 | -3.1 | 0 | 14 | 0.3 |
| CCCCN(C)C(=O)CSc1nc(NCc2ccc(OC)cc2)c2ccccc2n1 | 13 | 0.5 | 2.0 | -2 | 14 | 3 | -4 | 0.5 | -4 | -18 | -0.9 |
| CC(C)CNS(=O)(=O)c1ccc(CCC(=O)NCc2ccncc2)cc1 | -9 | -0.1 | 4.2 | 13 | -17 | -4 | -5 | -2.7 | -8 | -2 | 4.4 |
| COc1ccc(NC(C(=O)Nc2cccc(C(C)=O)c2)c2ccccc2)cc1 (stereo not given) | -7 | -2.1 | -1.7 | 19 | 19 | 4 | -6 | -3.6 | -8 | 30 | -0.6 |
| CCOC(=O)c1[nH]c(C)c(C(=O)OCC(=O)N(Cc2ccccc2)C(C)C)c1C | 7 | 1.8 | -0.5 | 10 | 13 | 8 | 4 | -2.5 | -1 | 122 | 0.0 |
| Cc1nc(NCCCN2CCOCC2)c2cnn(-c3ccccc3)c2n1 | 5 | · | 3.0 | 12 | -47 | 7 | 11 | -2.4 | -5 | · | · |
| COC(=O)c1cc(OC)ccc1-c1ccc(OC)cc1 | -1 | -0.6 | 1.3 | 2 | 14 | -6 | -7 | -0.3 | 4 | 10 | 2.5 |
| CCC(C)[C@H](NC(=O)C1CC(=O)N(c2ccc3c(c2)OCCO3)C1)C(=O)N1CCCCC1 (stereo not given in full) | 8 | -2.3 | 0.0 | 13 | -16 | -5 | 8 | -2.5 | 5 | -15 | 2.5 |
| CN(CCCC(=O)Nc1ccc(OC(F)F)cc1)S(=O)(=O)c1ccc(F)cc1 | 3 | 0.7 | 1.2 | -6 | -3 | -4 | -11 | 1.0 | 3 | 4 | 1.1 |
| COc1cc(C(=O)Oc2c(CN3CCOCC3)cc(Cl)c3cccnc23)cc(OC)c1OC | -10 | -5.4 | · | 4 | 1 | 4 | 2 | -0.8 | -5 | 6 | 5.8 |
| O=C(Nc1ccccc1C(=O)N1CCOCC1)c1ccncc1 | -6 | -2.5 | 3.1 | 8 | -5 | -3 | -12 | -1.9 | 1 | -2 | 1.8 |
| Oc1ccc(Br)cc1-c1ccnn1-c1ccccc1 | -5 | 1.3 | -0.4 | -2 | -5 | -11 | 20 | 0.4 | -5 | -4 | 1.3 |
| COc1ccccc1NC(=O)CNC(=O)c1ccc(F)cc1 | -10 | -2.2 | 1.1 | 12 | · | -4 | -4 | -2.5 | -7 | -3 | -0.9 |
| COc1ccc(C(C)(C)C)cc1NC(=O)COC(=O)C1=NNC(=O)CC1 | -19 | -1.1 | 0.8 | 6 | 18 | -8 | 19 | -1.5 | -4 | 0 | -0.3 |
| Cc1ccc(C)c(-n2c(SCC(N)=O)nnc2-c2ccccn2)c1 | -3 | -0.4 | 2.1 | 4 | 28 | 1 | -6 | -0.7 | 1 | 15 | -1.7 |
| CC(=O)N1CCN(C(=O)c2ccc3c(c2)S(=O)(=O)c2ccccc2C3=O)CC1 | 3 | -2.7 | -0.9 | 17 | 23 | 8 | 4 | -3.6 | -13 | 0 | 0.6 |
| Cc1cc(/C=C2\SC(=O)N(C)C2=O)c(C)n1-c1ccc(S(N)(=O)=O)cc1 | 1 | 0.5 | 1.7 | 8 | -25 | -3 | 3 | -1.6 | 1 | -1 | -0.2 |
| COc1cccc(C2C3(C#N)C(N)=NC(OC)(OC)C23C#N)c1 (stereo not given) | 7 | 3.0 | -1.6 | 13 | 18 | 2 | -18 | -2.5 | -8 | -2 | 1.1 |
| CCOc1cc(C=O)ccc1OCC(N)=O | 4 | 1.3 | 3.8 | 11 | 6 | -2 | -34 | -2.1 | -8 | · | -0.5 |

| SMILES | PKA-R1A activ | E coli growth | phage Ecoli inh | MOR-DOR inv ag | PfHsp90 set2 | Tat export inh | HTR5A inv ctr | OPRM1-OPRD1 ag | PKA-R2B activ | SUMO Mot1 rescue | AddAB inh |
| --- | --- | --- | --- | --- | --- | --- | --- | --- | --- | --- | --- |
| O=C(Nc1ccc([N+](=O)[O-])cc1)N1CCCCCC1 | -3 | 1.9 | 4.2 | 16 | -20 | -1 | 8 | -5.0 | -6 | -1 | 0.1 |
| CCOC(=O)C1=C(N)N(c2ccc(N3CCCCC3)cc2)C(=O)C1 | 5 | 2.3 | 3.7 | -5 | -1 | 1 | -36 | 0.8 | 2 | 2 | 2.1 |
| Cc1ccc2[nH]c(C)c(CC(=O)O)c2c1 | 4 | -0.9 | 2.0 | 6 | 4 | -10 | -26 | -1.1 | -9 | 2 | -0.6 |
| CCOc1cccc(-c2nn3c(-c4ccccn4)nnc3s2)c1 | 2 | -2.7 | 3.1 | 19 | 13 | 4 | 16 | -3.8 | -5 | -19 | 1.1 |
| CC(C)(C)NS(=O)(=O)c1ccc(C(=O)Nc2ccc3c(c2)OCO3)cc1 | -5 | -0.7 | -0.5 | 12 | 6 | -3 | -5 | -2.2 | -10 | -12 | -1.5 |
| CCN(CC)CCNC(=O)c1cn(CC)c2ccc(S(=O)(=O)N(C)C3CCCCC3)cc2c1=O | 10 | -2.8 | -1.2 | 15 | -19 | 1 | -6 | -3.0 | 8 | 7 | 1.1 |
| COc1ccc(CCNC(=O)c2cc(C(=O)c3cc(Cl)ccc3O)cn(CCc3ccc(OC)cc3)c2=O)cc1 | 1 | -0.5 | 3.1 | -42 | -18 | 8 | -23 | 7.9 | -5 | 17 | -0.5 |
| NC(=S)Nc1cnc2ccccc2c1 | 3 | 3.5 | 1.7 | 16 | 1 | -9 | -1 | -2.9 | -3 | -23 | 2.5 |
| CCN(CC)S(=O)(=O)c1ccc2c(c1)c(=O)c(C(=O)NCCOC)cn2C | -5 | -1.8 | 1.6 | 13 | 15 | -12 | 4 | -2.6 | 5 | 63 | -0.8 |
| CCNc1nc(NC(C)C)nc(NS(=O)(=O)c2ccc(Cl)cc2)n1 | -13 | -0.2 | 2.3 | 6 | 23 | 6 | 14 | -1.1 | 0 | -18 | 3.8 |
| O=C(CCC(=O)N1CCN(S(=O)(=O)c2ccc3ccccc3c2)CC1)Nc1cc(Cl)cc(Cl)c1 | -6 | -1.5 | 2.8 | -9 | -17 | 0 | -7 | 1.7 | 8 | 92 | 2.5 |
| Cc1coc(C)c1C(=O)CC1(O)C(=O)N(CCc2ccccc2)c2ccccc21 (stereo not given) | -15 | -1.2 | -1.2 | 0 | · | 7 | -3 | -0.1 | -10 | 17 | -0.7 |
| c1ccc(CN2CCCC3(CCCN(Cc4nc(COc5ccccc5)no4)C3)C2)cc1 (stereo not given) | 0 | -2.1 | 4.0 | -20 | -19 | -10 | -5 | 2.7 | 1 | -8 | -1.0 |
